Source: PubChem (several laboratories)
VIM-2 inh = blocks Pseudomonas aeruginosa VIM-2 metallo-beta-lactamase | purified VIM-2, nitrocefin hydrolysis, epi-absorbance fluorescence | hit rate 0.89% among 290,000 | AID 1527 | inhibition, % at 5.6 µM;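 active = inhibition above the mean of all tested compounds plus 3 SD, cutoff set per screening run, cut at about 7.5% in these data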;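 also: red hydrolysis product quenches plate fluorescence so inhibitors raise well fluorescence; 0% = enzyme with DMSO and 100% = DMSO without enzyme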
IDE cell activ = activators of human insulin-degrading enzyme in cells; P14735; HEK cells, FAbeta-B cleavage, fluorescence polarization; 0% vehicle, 100% cell-free pure enzyme wells; activation, % at 5.96 µM; hit rate 0.073% among 340,000; AID 493087;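 active = activation above the mean of all tested compounds plus 3 SD, set per screening campaign, cut at about 17% in these data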
NALP1 yeast inh = NALP1 inhibition; hit rate 0.61% among 280,000; S. cerevisiae NALP1/ASC/caspase-1 growth, X-gal OD620, 72 h; AID 2071; inhibition, % at 10 µM; in the data active = inhibition mostly above about 24%, no sharp cut-off; inactive = mostly below about 32%; also: some compounds called inactive have numbers as strong as hits
GPR7 antag = antagonists of human GPR7 (neuropeptides B/W receptor 1). P48145. GPR7-expressing cells, fluorescence antagonist assay. inhibition, % at 4.4 µM. hit rate 1.1% among 290,000. AID 1861; in the data active = inhibition above about 16%, passing the limit was not always enough;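 also: cells stimulated with the agonist NPW; 0% = agonist with vehicle and 100% = vehicle without agonist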
IMP-1 inhibitor = blocks Pseudomonas aeruginosa IMP-1 metallo-beta-lactamase; purified IMP-1, nitrocefin hydrolysis, epi-absorbance fluorescence; inhibition, % at 5.6 µM; hit rate 0.45% among 290,000;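 active = inhibition above the mean plus 3 SD of all compounds in the same screening run, cut at about 4.5% in these data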;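 also: 0% = IMP-1 with DMSO and 100% = DMSO wells lacking enzyme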
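System – purified recombinant IMP-1 beta-lactamase · Input – IMP-1 dispensed at 0.2 nM · Timing – 15 min preincubation plus 25 min reaction at 25 °C · Signal – Epi-absorbance fluorescence, 480 nm excitation, 530 nm emission · Measure – percent IMP-1 inhibition derived from blank-referenced optical density · Controls – Enzyme-plus-DMSO low control, enzyme-free DMSO high control · Replication – singlicate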
p-CIP stab down = lowers stability of the mouse p/CIP coactivator protein | hit rate 0.01% among 290,000 | decrease of EGFP signal, % at 10 µM | F442A p/CIP-EGFP cells, EGFP fluorescence, 16 h | AID 1984;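 active = EGFP signal decrease of at least 30% at 10 µM or well 3 SD below plate mean, unless failing retest; inactive = the rest, including hits failing retest or dose response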; also: some compounds called inactive have numbers as strong as hits; many of its hits are not listed in these tables
M18AAP inhibitor = PfM18AAP enzyme inhibition | recombinant PfM18AAP, H-Glu-NHMec fluorogenic cleavage | inhibition, % at 7.35 µM | hit rate 1.2% among 290,000;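 active = inhibition above the campaign mean inhibition over all tested compounds plus 3 SD, cut at about 28% in these data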;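 also: 0% = plate median of test compound wells and 100% = 2 mM ZnCl2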
PHOSPHO1 inh = blocks human PHOSPHO1 phosphatase activity | Q8TCT1 | recombinant PHOSPHO1, absorbance phosphatase assay | inhibition, % at 13.3 µM | hit rate 1.1% among 290,000 | AID 1565; in the data active = inhibition above about 60%
IDE cell inh = cellular human IDE inhibition | P14735 | HEK cells, FAbetaB cleavage, fluorescence polarization | inhibition, % at 5.59 µM | hit rate 0.41% among 320,000 | AID 434962;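 active = percent inhibition above the average of all tested compounds plus 3 SD, set per screening campaign, cut at about 16% in these data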;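 also: IDE supplied by intact live HEK cells; FP after avidin binding of uncleaved biotin substrate so inhibition keeps polarization high; 0% = DMSO wells and 100% = 60 µM reference IDE inhibitor Ii1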
The depositor's hits bear a star; · = no result given. The order is random. About 5.3% of those tested had a hit in this group.

IDE cell inh	IMP-1 inhibitor	M18AAP inhibitor	GPR7 antag	IDE cell activ	VIM-2 inh	PHOSPHO1 inh	NALP1 yeast inh	p-CIP stab down	Structure
3	-1.9	1	-1	0	-2.3	3	15	-15	Cc1cc(F)ccc1S(=O)(=O)N1CCCOC1CNC(=O)C(=O)NCCC1=CCCCC1 (configuration not stated)
0	-1.1	1	16	-3	-1.3	7	-1	8	COc1ccc2c(c1OC)C(=O)N1c3ccccc3C(=O)N(c3ccc(F)cc3)C21 (configuration not stated)
-7	-3.6	5	-26	0	-2.0	19	-6	-5	COc1ccc(OC)c(NC(=O)CCN2CCN(CCO)CC2)c1
-2	-2.4	3	-2	-6	-5.4	27	4	2	COc1ccc(-c2nn(-c3ccccc3)cc2CNCc2cccnc2)c(F)c1
5	-3.6	8	-12	5	-2.1	15	-8	-5	O=c1c2ccccc2[nH]c(=S)n1CCCn1ccnc1
6	-3.1	8	-17	1	-2.1	44	1	-16	CCOc1ccc(NC(=O)CN2CCc3ccccc3C2)cc1
-1	-3.0	-4	-6	4	-1.4	-8	15	6	CC(=O)NC(CC(=O)OCC(=O)Nc1ccc2c(c1)OCO2)c1ccccc1 (configuration not stated)
5	-4.8	12	-10	1	-3.2	25	-6	-17	CCOC(=O)/C=C/C(=O)OCc1csc(CC(=O)Nc2ccccc2C)n1
2	-2.5	1	0	1	-4.2	40	-10	-9	Cc1cccc(C(=O)NCCNC(=O)c2cccnc2)c1
0	-0.2	-1	2	3	1.0	13	15	-3	O=C(NCCc1ccc(F)cc1)c1n[nH]c2ccccc12
9	-6.3	-1	-20	2	-3.9	-3	10	-1	COc1ccc(-c2cn3cc(C)ccc3n2)cc1OC
1	-4.1	-2	0	-2	-3.1	36	8	-11	Nc1nc(SCC(=O)Nc2ccc(OCc3ccccc3)cc2)n[nH]1
4	-0.9	12	-8	-3	-1.8	14	3	-12	COc1cc(NS(=O)(=O)c2ccc(NC(=O)c3ccc(F)cc3)cc2)ncn1
-1	-2.2	-10	-1	-1	0.1	15	-5	6	Cc1ccc(NC(=O)NC(=O)c2ccccc2)cc1F
7	2.1	1	-2	-4	-1.5	-6	9	-7	Cc1cccc(N2C(=O)CS/C2=N\NC(=O)c2ccc(Cl)cc2)c1C
0	-3.5	7	-11	8	-3.3	-3	14	8	Cc1ccc(-c2cc(C(=O)Nc3cc(C)on3)c3ccccc3n2)c(C)c1

Copied from the list:
Result of `COc1cc(NS(=O)(=O)c2ccc(NC(=O)c3ccc(F)cc3)cc2)ncn1` under VIM-2 inh: -1.8
Result of `Cc1cccc(C(=O)NCCNC(=O)c2cccnc2)c1` under PHOSPHO1 inh: 40
Result of `COc1ccc(-c2cn3cc(C)ccc3n2)cc1OC` under IMP-1 inhibitor: -6.3
Result of `Cc1ccc(NC(=O)NC(=O)c2ccccc2)cc1F` under IDE cell inh: -1
Result of `Cc1ccc(-c2cc(C(=O)Nc3cc(C)on3)c3ccccc3n2)c(C)c1` under VIM-2 inh: -3.3
Result of `Nc1nc(SCC(=O)Nc2ccc(OCc3ccccc3)cc2)n[nH]1` under PHOSPHO1 inh: 36
Result of `Cc1cccc(N2C(=O)CS/C2=N\NC(=O)c2ccc(Cl)cc2)c1C` under IMP-1 inhibitor: 2.1

(next part)
IDE cell inh	IMP-1 inhibitor	M18AAP inhibitor	GPR7 antag	IDE cell activ	VIM-2 inh	PHOSPHO1 inh	NALP1 yeast inh	p-CIP stab down	Structure
-4	-3.7	-6	-1	7	0.2	7	8	-8	CC(C)CN(C#N)c1nc(N2CCOCC2)nc(N2CCOCC2)n1
-2	-1.7	-5	-3	2	-2.1	22	8	-5	CCCCNC(=O)CSc1nc2c(sc(=S)n2-c2cc(Cl)ccc2OC)c(=O)[nH]1
7	-3.7	3	-7	-2	-2.5	-16	31	-5	CCc1cccc(OCCCCNCCCOC)c1
3	-2.8	0	-6	0	-0.1	16	14	-1	Cc1cc(S(=O)(=O)N2CCOCC2)ccc1OCC(=O)Nc1ccc(Br)cc1F
1	-1.5	5	-2	1	-3.8	6	-8	-10	c1ccc(Cc2noc(CN3CCN(Cc4ccc5c(c4)OCO5)CC3)n2)cc1
1	-0.4	-2	1	4	-0.8	-7	8	-6	COc1ccc(CNC(=O)CCSc2ccc(F)cc2)cc1OC
-2	-5.6	14	-12	-1	-0.6	-14	22	-7	O=C(CSc1nnc(Nc2ccccc2)s1)NN1C(=O)NC2(CCCCC2)C1=O
·	-1.0	1	-16	2	-0.5	1	20	2	Cc1cc(NC(=O)c2ccccc2)c(Cl)cc1N

An excerpt of these results, tab-delimited.
compound	IDE cell inh	IMP-1 inhibitor	M18AAP inhibitor	GPR7 antag	IDE cell activ	VIM-2 inh	PHOSPHO1 inh	NALP1 yeast inh	p-CIP stab down
CCc1cccc(OCCCCNCCCOC)c1	7	-3.7	3	-7	-2	-2.5	-16	31	-5
Cc1cc(S(=O)(=O)N2CCOCC2)ccc1OCC(=O)Nc1ccc(Br)cc1F	3	-2.8	0	-6	0	-0.1	16	14	-1
c1ccc(Cc2noc(CN3CCN(Cc4ccc5c(c4)OCO5)CC3)n2)cc1	1	-1.5	5	-2	1	-3.8	6	-8	-10

Other records follow.
IDE cell inh	IMP-1 inhibitor	M18AAP inhibitor	GPR7 antag	IDE cell activ	VIM-2 inh	PHOSPHO1 inh	NALP1 yeast inh	p-CIP stab down	Structure
-2	-0.7	0	-15	5	-1.0	-5	-12	-12	CC1CCC(C(C)C)C(OP(=O)(c2ccccc2)C(O)c2ccncc2)C1 (configuration not stated)
5	-1.5	1	-5	5	2.3	-30	1	0	Cc1cccn2c(=O)c3cc(C(=O)NCCC4=CCCCC4)n(C)c3nc12
1	-2.0	-1	8	-2	-0.8	0	-9	1	C=CCN1C(=O)c2ccccc2NC1c1cc(Br)cs1 (configuration not stated)
0	-2.1	-14	-10	9	-0.3	48	5	-15	CN(C)c1nc(C#N)nc(N2CCOCC2)n1
5	-3.9	1	1	6	-7.5	-14	-21	-4	O=C(COc1cccc(Cl)c1)Nc1ccc(N2CCOCC2)cc1
1	-1.9	7	-5	4	-3.9	28	-1	-1	CN(Cc1ccccc1)C(=O)CCS(=O)(=O)c1cc2c(cc1Cl)NC(=O)CO2
·	-1.8	-6	-9	·	1.2	-20	18	-17	CCCCc1c(C)c(C#N)c2nc3ccccc3n2c1Cl
·	-2.0	10	1	6	-2.2	36	5	4	COc1cc(C(=O)N/C(=C\c2cn(C)c3ccccc23)C(=O)N2CCN(C)CC2)cc(OC)c1OC
3	0.4	1	-12	-3	-2.9	3	-32	-5	O=C(COc1ncnc2c(Cl)cc(Cl)cc12)N1CCN(S(=O)(=O)c2ccccc2)CC1
5	-3.1	6	9	3	-3.7	-2	18	5	O=[N+]([O-])c1ccc(COc2ccc(CNc3ccccc3)cc2)cc1
-6	-3.8	2	6	0	0.0	-3	2	-7	CCn1c(Cc2ccc(OC)cc2)nnc1SCC(=O)Nc1cccc(C(=O)OC)c1
-1	-2.5	-5	-8	-2	-2.6	27	9	-4	COCCNC(=O)C(c1ccc(C)cc1)N(Cc1cccs1)C(=O)CCC(=O)Nc1ccccn1 (configuration not stated)
0	-3.1	7	-4	1	-4.0	15	4	-15	COc1cc2cc(C#N)c(SCC(=O)Nc3cc(C)on3)nc2cc1OC
4	-0.7	-2	10	2	-1.0	10	28	-4	Cc1ccc(-c2csc(N3CCN(CCCn4c(C(F)(F)F)nc5ccccc54)CC3)n2)cc1
4	-3.3	1	-27	1	-2.4	13	-14	3	COc1cccc(Oc2ccc(C(F)(F)F)cc2NC(=O)CCc2nc3ccccc3c(=O)[nH]2)c1
-1	-2.4	4	-3	-1	-3.9	13	16	-7	COc1ccc(N(C(=O)c2ccco2)C(C(=O)NC2CCCC2)c2cccs2)cc1OC (configuration not stated)
·	-1.6	1	-19	-2	-1.6	44	3	13	COc1nc2ccccc2nc1N1CCN(c2ccc(F)cc2)CC1
-2	-2.6	1	4	2	0.8	12	27	-10	COc1ccc(C=O)cc1OS(=O)(=O)c1ccccc1[N+](=O)[O-]
-1	-3.3	2	-17	8	-0.4	18	4	8	Cc1cccc(NC(=O)c2ccccc2NC(=O)C2CCCCC2)c1C
1	-1.1	5	-2	1	-0.4	-5	-23	6	CC(/C=N/NC(=O)c1cccnc1)=C\c1ccccc1
4	1.5	4	19	5	-0.8	1	16	-12	Cc1ccc(NC(=O)c2ccc(S(=O)(=O)C(F)F)cc2)c(C)c1
-2	-2.6	4	-14	3	-5.0	36	5	-10	O=S(=O)(c1ccc(-c2nnco2)cc1)N1CCCCC1
3	0.3	-3	8	-3	-0.2	-7	-41	-7	COc1cc(/C=N/NC(=O)COc2ccccc2[N+](=O)[O-])ccc1OC(=O)c1ccco1
0	-3.7	-1	0	-2	-3.6	-14	3	-15	O=C(CSc1nc(Nc2ccccc2)nc(N2CCOCC2)n1)Nc1ccccc1Cl

A second format for 2 compounds above.
Molecule,IDE cell inh,IMP-1 inhibitor,M18AAP inhibitor,GPR7 antag,IDE cell activ,VIM-2 inh,PHOSPHO1 inh,NALP1 yeast inh,p-CIP stab down
O=C(CSc1nnc(Nc2ccccc2)s1)NN1C(=O)NC2(CCCCC2)C1=O,-2,-5.6,14,-12,-1,-0.6,-14,22,-7
Cc1cc(NC(=O)c2ccccc2)c(Cl)cc1N,·,-1.0,1,-16,2,-0.5,1,20,2
